# 12-LOX inh: Primary qHTS assay for inhibitors of human arachidonate 12S-lipoxygenase (ALOX12): Round 2. Polyunsaturated fatty acid lipoxygenase ALOX12 (Homo sapiens), P18054. purified 12hLO, xylenol orange hydroperoxide absorbance. Potency, µM (highest dose often 108 µM), without a hit: at the top dose activity change, negative = inhibition, usual class: inhibitors. actives 1.1% (n = 580,000); active means well fitted inhibition curve with a large enough effect; inconclusive means small, poorly fitted or top-dose-only effect, or another doubt; inactive means no such curve, though single readings can be large or run the other way
# Target sequence (P18054 whole entry, looked up): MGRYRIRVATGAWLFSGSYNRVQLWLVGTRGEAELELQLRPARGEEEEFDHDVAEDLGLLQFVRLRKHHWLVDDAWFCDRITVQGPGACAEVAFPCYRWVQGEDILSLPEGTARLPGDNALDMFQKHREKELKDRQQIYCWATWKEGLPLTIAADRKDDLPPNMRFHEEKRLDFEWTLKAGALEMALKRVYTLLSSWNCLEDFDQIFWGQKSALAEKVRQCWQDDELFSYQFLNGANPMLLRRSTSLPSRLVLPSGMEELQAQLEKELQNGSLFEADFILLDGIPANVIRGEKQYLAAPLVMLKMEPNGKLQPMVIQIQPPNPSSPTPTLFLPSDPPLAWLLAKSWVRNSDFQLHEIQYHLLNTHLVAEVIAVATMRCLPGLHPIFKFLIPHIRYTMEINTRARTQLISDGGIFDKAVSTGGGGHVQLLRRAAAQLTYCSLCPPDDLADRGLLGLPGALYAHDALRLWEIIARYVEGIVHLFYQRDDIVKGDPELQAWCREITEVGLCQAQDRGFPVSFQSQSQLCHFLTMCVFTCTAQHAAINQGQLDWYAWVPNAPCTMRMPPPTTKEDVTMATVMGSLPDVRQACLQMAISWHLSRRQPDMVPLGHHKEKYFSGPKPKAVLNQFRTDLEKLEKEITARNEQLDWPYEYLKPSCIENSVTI
#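 Purified human 12hLO (150 nM final) in 25 mM Hepes, 0.01% Triton X-100, pH 7.0 was preincubated 15 min at room temperature with compound. Then 40 uM arachidonic acid was added, 30 min. Hydroperoxide was read by Fe-XO absorbance ratio 573/405 nm.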
# * = called active by the depositor; ? = inconclusive; & = joins results of further samples; [ ] = remark or other dose. On the % scale 0 is the no-effect control and ±100 the full control effect; potency means the concentration at half of the fitted maximal effect.
SMILES,12-LOX inh
COc1ccc(CCNC(=O)c2c(C)noc2-c2ccccc2Cl)cc1OC,4%
CN1C(=O)C(c2ccccc2)CC12CCN(Cc1ccc(F)cc1F)CC2 (configuration not stated),?
Cc1cc(N)n(CC(=O)N[C@@H]2COCC[C@@H]2OCc2c(C)noc2C)n1,1%
CN(C)C(=O)C1CN(C(=O)C2CCCC2)CC12CCOCC2 (configuration not stated),64%[activator]
CCn1ccc(C(=O)N2CCc3nnc([C@@H]4C[C@@H](O)CN4C(C)C)n3CC2)n1,31%
CN1Cc2nc(-c3ccc4c(c3)OCO4)ccc2OCC1=O,1%[176 µM]
CCN1CCN(C(=O)CCC[C@@H]2[C@H]3CCCN4CCC[C@@H](CN2Cc2ccccc2)[C@@H]34)CC1,16%
COc1ccc(CNC(=O)N2CC3CC(C2)[C@H]2CCCC(=O)N2C3)cc1 (some centres not stated),42%[activator]
CC(C)CCN1C(=O)N(CCCc2ccncc2)C(=O)C12CCN(Cc1ccc(F)cc1)CC2,61%[activator]
COC(=O)C(Cc1ccc(O)cc1)NS(=O)(=O)Cc1ccccc1 (configuration not stated),3%
COCc1ncc(C)n1CCNC(=O)c1cc(-c2ccc(C)cc2C)n[nH]1,51%[activator]
CN1C[C@H](O)C[C@H]1c1nnc2n1CCN(Cc1ccc(F)c(F)c1)C2,4%
COc1cccc(S(=O)(=O)N2CCC3(CC2)C(OC)CN3c2cccc(F)c2)c1 (configuration not stated),29%
COc1cc(F)ccc1-c1nccc2c(=O)cc(N3CCOCC3)oc12,3%[176 µM]
COCCN1C(=O)c2cccn2CC1CNC(=O)COc1ccccc1 (configuration not stated),40%[activator]
Clc1cccc(Nc2cc3c(cn2)CN(Cc2cccnc2)CCN3)c1,20%[176 µM]
c1cncc(-c2nnc([C@H]3CCN(C4CCOCC4)C3)o2)c1,-7%[176 µM]
Cc1ccc(C)n1C1C(=O)N(Cc2ccc(C(C)C)cc2)c2ccc(Cl)cc21 (configuration not stated),?
CN(CC1CCOC1)C(=O)c1cccc(Br)c1 (configuration not stated),4%
O=C(c1ccccc1-c1ccccc1)N1CCC(c2ncc[nH]2)CC1,3%
COc1cc2c(cc1OC)C(C[C@H]1CN(S(=O)(=O)c3ccc(Cl)cc3)CC[C@H]1CC(=O)O)=NCC2,?
O=C(c1ccccn1)C1CCCN(C(=O)c2cnc(-c3cccnc3)nc2)C1 (configuration not stated),14%
Cc1ccncc1C(=O)N1CCOc2c(O)cc(-c3ccccc3C)cc2C1,75%[activator]
COc1cc(-c2nc(C3CC(=O)N(c4ccc(C)cc4)C3)no2)cc(OC)c1OC (configuration not stated),0%
Cn1cccc1CN1CCC(N2CCNC2=O)CC1,7%[12.5 µM]
OCC1CN(C2CCC2)CC12CCN(Cc1cc(F)ccc1F)CC2 (configuration not stated),60%[activator]
Cc1ccc(Cn2c(-c3ccc(F)cc3)nc(C)c(CCO)c2=O)cc1,93%[activator]
COc1cccc(C(=O)N2CCC(N3CCCNC3=O)CC2)c1,13%&2%[176 µM]
Cc1ccc(NC(=O)N[C@@H]2C=C(C(=O)N[C@H]3CCCNC3=O)C[C@@H](O)[C@@H]2O)cc1,-12%[176 µM]
O=C1NCCOCCCN(S(=O)(=O)c2cccc(F)c2)[C@H]2CCC[C@@H]12,12%
C=CCOc1cccc(-c2nc(C(=O)N(C)CC)cs2)c1,102%[activator]
CN1CCC2(CCCN(Cc3cc4n(n3)CCCNC4)C2)C1 (configuration not stated),32%
O=C(NC1CCCCC1)OC[C@@H]1CSCCS(=O)(=O)N1,30%[activator]
O=S(=O)(c1ccc2c(c1)OCCO2)N1CCCC(c2nc(CCOCC3CC3)no2)C1 (configuration not stated),35%[activator]
O=C(Cc1cccs1)N1CCC(Oc2ccccc2)C1 (configuration not stated),50µM*
CCOc1ccc(NC(=O)C2Cn3cccc3C(=O)N2)cc1 (configuration not stated),16%
COc1cc(OC)cc(-c2cc3c(Nc4ccc(OC)nc4)nccc3n2C)c1,-5%
Cn1ccc2c(C(=O)NCCc3cnc[nH]3)nc(-c3ccccc3)cc21,102%[activator][176 µM]
O=C(c1cccs1)N1CC2CC(C1)[C@H]1CCCC(=O)N1C2 (some centres not stated),28%
COc1ccc(Cl)cc1NC(=O)Cn1c(N2CCCCC2)nc(C)c(C)c1=O,27%
CCn1ccnc1CN(C)C1CCCN(CCc2ccccc2)C1 (configuration not stated),96%[activator]
Cc1ccc(CN2C[C@@H]3C(=O)N(CCc4ccccc4)C(=O)[C@@H]3C2)s1,-10%
COc1ccc2ccccc2c1CN1CCOc2ccc(CN3CCN(CCO)CC3)cc2C1,5%
CCC1CN(CCNC(=O)c2cccc3nccnc23)Cc2cc(OC)ccc2O1 (configuration not stated),-5%
O=C1CC2CCN(C(=O)Cc3ccccc3)CC2CCN1 (configuration not stated),2%[12.5 µM]
Cc1ccc(CN2CCn3c(nnc3[C@@H]3C[C@@H](O)CN3Cc3cccnc3)C2)s1,54%[activator]
O=C(c1ccoc1)N1CCN(c2cc(C3CC3)ncn2)CC(O)C1 (configuration not stated),3%
FC(F)(F)c1ccc(N2CCC(N[C@@H]3C[C@@H]4OCC[C@@H]43)CC2)nc1,15%
COc1ccccc1-c1cc(C(=O)NCCc2ccc(Cl)cc2)nc2c1cnn2C,0%[6.33 µM]
CSc1cccc(NC(=O)N[C@H]2CCN(C(=O)c3cccn3C)[C@@H]2C(=O)N[C@H](Cc2ccccc2)C(N)=O)c1,-11%
Cc1cc(C)cc(NC(=O)N(C)CC2CCOC2)c1 (configuration not stated),35%[activator]
COc1ccc(CN[C@H]2[C@H](O)[C@@H](N3CCN(c4ccccc4OC)CC3)[C@@H]3OC[C@H]2O3)cc1,21%
O=C1N(C2CCNCC2)C(c2ccccc2)C12CCCCC2 (configuration not stated),?
COc1ccc2c(c1)OCC(C(=O)NCc1noc(-c3ccco3)n1)C2 (configuration not stated),13%
CC(C)[C@H](NC(=O)c1cccs1)C(=O)N1CCC[C@H]1C(=O)NCc1ccccc1,-1%
O=C(NCc1nnc2c(-c3nc(C4CC4)no3)cccn12)c1cccc(Cl)c1,58%[activator]
Cc1ccc(C)n1C1C(=O)N(Cc2ccc(C(C)C)cc2)c2ccc(OC(F)(F)F)cc21 (configuration not stated),16µM*
O=C(C1CCCCC1)N1CC[C@H](c2nnc(-c3cccnc3)o2)C1,4%[176 µM]
COc1ccc(NC(=O)c2ccc3c(c2)N(C(=O)c2ccc(F)cc2)CC3)cc1,29%
O=C(Cc1cccs1)N1CCCN(C(=O)C2CC2)c2ccccc21,32%[activator]

# 6 entries from above in a different format:
compound | 12-LOX inh
COc1ccc(CN[C@H]2[C@H](O)[C@@H](N3CCN(c4ccccc4OC)CC3)[C@@H]3OC[C@H]2O3)cc1 | 21%
O=C1N(C2CCNCC2)C(c2ccccc2)C12CCCCC2 (configuration not stated) | ?
COc1ccc2c(c1)OCC(C(=O)NCc1noc(-c3ccco3)n1)C2 (configuration not stated) | 13%
CC(C)[C@H](NC(=O)c1cccs1)C(=O)N1CCC[C@H]1C(=O)NCc1ccccc1 | -1%
O=C(NCc1nnc2c(-c3nc(C4CC4)no3)cccn12)c1cccc(Cl)c1 | 58%[activator]
Cc1ccc(C)n1C1C(=O)N(Cc2ccc(C(C)C)cc2)c2ccc(OC(F)(F)F)cc21 (configuration not stated) | 16µM*

# Shown as a hit in 12-LOX inh, among the entries above:
SMILES,12-LOX inh
O=C(Cc1cccs1)N1CCC(Oc2ccccc2)C1 (configuration not stated),50µM*
Cc1ccc(C)n1C1C(=O)N(Cc2ccc(C(C)C)cc2)c2ccc(OC(F)(F)F)cc21 (configuration not stated),16µM*

# Going on with the list:
SMILES,12-LOX inh
O=C(c1ccccc1F)N1CCN(c2nc3ncccc3o2)CC1,-5%[176 µM]
O=C(Cn1ccn2nc(-c3ccc(F)cc3)c(CO)c2c1=O)Nc1ccccc1C(F)(F)F,18%
Cn1cnc2ccc(-c3cccc(C(F)(F)F)c3)nc2c1=O,6%[176 µM]
Cc1ccc(CN2CC[C@@H]3C(=O)NCCCCCCN(Cc4ccncc4)[C@@H]3C2)o1,120%[activator]
COc1cccc(N2CCN(C(=O)COc3ccc(NC(=O)C4CC4)cn3)CC2)c1,3%
Cc1nn(C)cc1CN(C)C(=O)c1cn2ccnc(-c3ccccc3)c2n1,18%
Cc1n[nH]c(C)c1CCC(=O)Nc1ccc2c(c1)C(=O)N1CCC[C@H]1C(=O)N2,42%[activator]
Cc1cc(C)cc(NC(=O)N2CCCC(c3noc(COc4ccccc4F)n3)C2)c1 (configuration not stated),8%
O=C(C1CCCCC1)N1CCC(n2cc(-c3nc(-c4ccccc4)no3)nn2)CC1,13%
CC(=O)c1ccc(C(=O)N2CCc3c(cnc(C)c3CNC(=O)c3ccc4c(c3)OCO4)C2)s1,-23%
O=C(c1cccc(Cl)c1)N1CCn2c(nn(-c3ccncc3)c2=O)C1,13%
O=C(NCCc1ccccc1)N1CCCC(c2nc(C3CCOCC3)no2)C1 (configuration not stated),26%
O=C(CCc1nnn2c1CN(Cc1cn[nH]c1-c1ccc(F)cc1)CC2)N1CCCC1,37%
COCCn1ncc(N2CCC(NC(=O)c3ccc(OC)nc3)CC2)cc1=O,4%
CN(C)c1ccc(CNC(=O)C2(c3ccc(NS(C)(=O)=O)cc3)CCCCC2)cc1,-4%

# Filtered by structure: the compounds so far with a CF3 group
SMILES,12-LOX inh
FC(F)(F)c1ccc(N2CCC(N[C@@H]3C[C@@H]4OCC[C@@H]43)CC2)nc1,15%
Cc1ccc(C)n1C1C(=O)N(Cc2ccc(C(C)C)cc2)c2ccc(OC(F)(F)F)cc21 (configuration not stated),16µM*
O=C(Cn1ccn2nc(-c3ccc(F)cc3)c(CO)c2c1=O)Nc1ccccc1C(F)(F)F,18%
Cn1cnc2ccc(-c3cccc(C(F)(F)F)c3)nc2c1=O,6%[176 µM]

# (listing goes on)
SMILES,12-LOX inh
CCC1(N2CCN(C(=O)c3ccncc3)CC2)CCN(CCC(C)C)C1 (configuration not stated),?
COCC(=O)NC[C@H]1CCN(Cc2cccc(C)c2)C[C@H]1N(C)C,62%[activator]
CCCNC(=O)N1CCOc2ccc(CN3CCc4ccccc4C3)cc2C1,43%[activator]
COc1cccc(CN2Cc3nc(-c4c(C)noc4C)ccc3OCC2=O)c1,?
O=C(c1ccccc1)N1CCC2(CC(c3cccc(C(F)(F)F)c3)=NO2)C1 (configuration not stated),9%[6.33 µM]
CN1CCC(OCCCn2cnc3cn(C)nc3c2=O)CC1,19%
O=C1CCCCC(CNC(=O)C2CC2)N1 (configuration not stated),35%[activator]
Nc1[nH]c(C(=O)c2ccccc2)c(-c2ccc(Cl)c(F)c2)c1C(=O)c1c[nH]c2ccccc12,-15%
FC(F)(F)c1ccc(-c2ncc[nH]2)cc1,61%[activator][176 µM]
O=C(C1CCCC1)N1CCn2c(nnc2-c2ccccc2)C1,7%[176 µM]
Fc1ccccc1-c1noc2nc(OCc3ccc(OC(F)F)cc3)ccc12,3%
Cc1oc2ccn(Cc3ccccc3F)c(=O)c2c1C(=O)NC1CCCCC1,?
Cc1ccc(-c2nc(C3CC(=O)N(c4ccc(F)cc4)C3)no2)cc1 (configuration not stated),28%
COCCN1C(=O)CS(=O)(=O)C12CCN(C(=O)c1cccc(OC)c1)CC2,10%
COc1ccc(Cn2c(-c3cccc(Cl)c3)nc(C)c(CCO)c2=O)cc1F,32%
COc1ccc(-c2cnc([C@@H]3COCCN3Cc3ccccc3O)[nH]2)cc1,58%[activator][176 µM]
CC1CCN(c2ccc(CNC(=O)c3cccc4c3CCN4C(=O)C3CC3)cc2)CC1,38%[activator]
Cc1ccc(C)c(C(=O)N2CCC3(CC2)N=C(c2ccc(Cl)cc2)NO3)c1,?
CN(C)CCN(C)C(=O)c1ccc2c(c1)NC(C)(COc1ccccc1)CO2 (configuration not stated),?
CN(Cc1cccc(C(F)(F)F)c1)C(=O)c1ccccc1F,15%[176 µM]
CC1CCN([C@@H]2[C@H](O)[C@H](CO)O[C@@H]2CNS(=O)(=O)c2ccc(Cl)cc2)CC1,-3%
CCOc1ccccc1C1NC(=O)N(CC(=O)NCc2ccc(C)cc2)C2=C1C(=O)OC2 (configuration not stated),7%
O=S(=O)(N[C@H]1[C@H](O)[C@H](O)C[C@@H]1C1CCCCC1)c1ccccc1,1%[176 µM]
O=C(c1cccnc1)N1CCOC[C@H](Oc2ccc(C(F)(F)F)cn2)C1,1%[176 µM]
COCCN1C(=O)CS(=O)C12CCN(S(=O)(=O)c1cn(C)cn1)CC2 (configuration not stated),45%
COc1ccc(CN2C=C(C(=O)OCc3noc(-c4ccc(C#N)cc4)n3)C(C)=NS2(=O)=O)cc1,26%
O=C(Cc1c[nH]c2ccccc12)NCC12CCCC=C1NC(=O)CC2 (configuration not stated),25%
N#Cc1ccc(C(=O)NC2CCN(c3cc(-c4ccccc4)[nH]n3)CC2)cc1,-7%
C=CC(=O)Nc1cccc(Sc2nc(Nc3ccc(N4CCN(C)CC4)cc3)ncc2Cl)c1,-2%[57.4 µM]
O=C(OCc1ccccc1)N1CCOCC12CCN(Cc1ccccc1)CC2,-6%[176 µM]
CC(NC(=O)c1ccc2c(c1)OCO2)C(=O)N1CCN(c2ccccn2)CC1 (configuration not stated),26%
CSCC1CCN(C(=O)CN2CC(c3ccccc3)CC2=O)CC1 (configuration not stated),22%
O=C1NCCCCCCN[C@H]2C[C@H](c3nc(-c4cnccn4)no3)C[C@@H]12,2%
CCOc1ccc(NC(=O)c2cc3n(n2)CC(c2ccc(Cl)cc2)OC3)cc1 (configuration not stated),11%
Cc1ccc(CN2C(=O)[C@@H]3C[C@@H](O)CN3C3(CN(Cc4cccc(F)c4)C3)C2=O)o1,6%[176 µM]

# This is a subset; count on the stated rates, not on these rows.
